MKP-3 inhibition: MKP-3 phosphatase inhibitors, primary screen, biochemical, rat enzyme, in vitro (AID 425); Dual specificity protein phosphatase 6 (Rattus norvegicus); recombinant MKP-3 phosphatase activity, fluorescence; higher % means a stronger effect; inhibition, % at 20 µM; hits with a dose series show IC50 in µM; 0.17% of 110,000 active; in the data active = inhibition above about 50%;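 note: plate controls were vehicle for no effect and reference inhibitor for full effect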
Hsp70 inhibitors: Hsp70 inhibitors, probe displacement, primary screen, biochemical, fluorescence polarization (AID 583); Heat shock 70 kDa protein 1A (Homo sapiens); Hsp70 fluorescence polarization probe displacement, mP; higher % means a stronger effect; displacement, % at 20 µM, or IC50 in µM where a hit was titrated; 0.06% of 140,000 active; in the data active = displacement above about 50%;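 note: plate controls were vehicle for no effect and reference ligand for full effect; a part of the inactive calls stands beside numbers as strong as those of hits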
* hit, by the source's call; / = no result given; & = joins results of further samples.

Value order – MKP-3 inhibition, Hsp70 inhibitors
COc1cc(N)ccc1Cc1ccc(N)cc1OC
→ -11.6%, -5.4%
CCC(CC)c1nnc(NC(=O)C2COc3ccccc3O2)s1 (centres undefined)
→ /, -0.3%
COc1ccccc1S(=O)Cc1ccc(C(=O)NCCc2ccc(Cl)cc2)o1 (centres undefined)
→ 0.2%, 3.3%
CCS(=O)(=O)NCc1ccc2[nH]c3c(c2c1)CCCC3
→ -2.1%, 13.5%
N#CC1=C(N)Oc2n[nH]c(-c3ccc(F)cc3)c2C1c1cccnc1 (centres undefined)
→ -3.8%, /
CCOP(=O)(CC(=O)NNC(=O)Nc1ccccc1)OCC
→ 1.3%, -3.9%
CCCCC1CCC(c2nc(-c3ccccn3)no2)CC1 (centres undefined)
→ -18.0%&3.1%, 0.2%&-2.0%
O=S(=O)(c1cccc(-c2nnc(SCc3ccc(Cl)cc3)o2)c1)N1CCCCC1
→ -15.3%, -1.2%
COc1cccc(-c2csc(NC(C)=O)n2)c1
→ -4.5%, 5.9%
CC(=O)N1CCCC1C(=O)Nc1ccc(C)cc1 (centres undefined)
→ -1.4%, -1.6%
Nn1c(CSc2nc3ccccc3o2)nnc1CSc1nc2ccccc2o1
→ -3.5%, 1.1%
CN1CCN(Cc2c(O)ccc3cc(-c4ccccn4)c(=O)oc23)CC1
→ 3.0%, -0.4%
CCOc1cc(OCC)cc(C(=O)Nc2ccccn2)c1
→ 1.2%, -4.8%
COc1ccccc1/C=N/N=C1/NC(=O)C(Cc2ccc(C)cc2)S1 (centres undefined)
→ 2.8%, -0.7%
CCC(=O)CC(c1ccccc1)C1C(=O)NC(=O)NC1=O (centres undefined)
→ -2.1%, 1.4%
COC(=O)C1=C(C)NC(=O)NC1c1ccc(OCC(N)=O)cc1 (centres undefined)
→ 2.1%, -2.2%
CCN1C(=O)c2cccc3c(S(=O)(=O)Nc4ccncc4)ccc1c23
→ /, 4.8%
Cc1ccc(-c2nc(=S)c3c(n2Cc2ccco2)CCCC3)cc1
→ -0.9%, 3.3%
Cc1ccccc1C(=O)NCC1CCCO1 (centres undefined)
→ 1.5%, -0.3%
CN(CC(=O)NCCN1CCCCCC1)S(=O)(=O)c1cccc2nsnc12
→ -8.4%, -0.6%
COc1cccc(C(=O)Nc2ccc3nc(N4CCOCC4)cc(C)c3c2)c1
→ -1.9%, -2.7%
COCCOC(=O)C1=C(N)Oc2c(oc(CO)cc2=O)C1c1ccccc1F (centres undefined)
→ /, 1.1%
Cc1oc(/N=C/c2ccc(Cl)cc2)c(C#N)c1C
→ -9.4%, -5.1%
O=C(Nc1ccccc1)c1nnn(Cc2ccccc2)c1NC(=O)C(F)(F)F
→ /, -0.1%
CS(=O)(=O)N1CCc2cc(S(=O)(=O)Nc3ccc4oc5c(c4c3)CCCC5)ccc21
→ 2.3%, -3.0%
S=C(NCc1cccnc1)Nc1ccc(Cl)cc1Cl
→ 0.1%, 3.0%
CCCSc1nc(SCC(=O)NCc2ccccc2)c2c3c(sc2n1)COC(C)(CC)C3 (centres undefined)
→ /, -1.5%
O=C(CSc1nnnn1C1CCCC1)Nc1ccc2c(c1)OCO2
→ -9.5%, -2.3%
COc1ccc(CC(=O)Nc2c3c(nn2-c2ccccc2C)CS(=O)C3)cc1 (centres undefined)
→ /, 1.3%
CC(C)Oc1ccccc1NS(=O)(=O)c1ccccc1[N+](=O)[O-]
→ -3.5%, 0.8%
CC(=O)C1=C(C)NC(SCC(N)=O)=C(C#N)C1c1cccnc1 (centres undefined)
→ -3.6%, -1.1%
CCCC(C)NS(=O)(=O)c1ccccc1 (centres undefined)
→ -19.3%&-3.5%, -1.3%&4.0%
COC(=O)c1cc(NC2c3ccccc3C(=O)N2CCN2CCOCC2)cc(C(=O)OC)c1 (centres undefined)
→ -6.0%, 8.5%
CCOC(=O)c1oc2nc3c(cc2c1N)COC(C)(C)C3
→ -10.4%, 8.0%
COc1cc(OC)cc(-n2nnnc2SCC(=O)N2CCCC2)c1
→ -3.4%, 2.4%
O=C(C1=C(O)C(=O)N(CCN2CCOCC2)C1c1cccnc1)c1cc2ccccc2o1 (centres undefined)
→ 0.8%, 0.4%
CC(C)(C)C1(C)OC(O)(C(Cl)(Cl)Cl)CC1=O (centres undefined)
→ 2.4%, -5.1%
CCOC(=O)c1c(N)sc(C(=O)N2CCCC(C(N)=O)C2)c1C (centres undefined)
→ -7.3%&-2.2%, -0.5%&-2.4%
N/C(=N\OC(=O)CCc1ccccc1)c1ccc([N+](=O)[O-])cc1
→ -0.7%, 1.3%
Cc1nn(Cc2ccccc2Cl)c2sc(C(=O)NCCCn3ccnc3)cc12
→ 5.5%, 0.7%
Cc1ccc(-c2nc(-c3ccccc3Cl)no2)cc1
→ 3.5%, -2.8%
CCOc1ccc(/C=C2/SC(NC(C)=O)=NC2=O)cc1OCC
→ 2.8%, -4.3%
COc1ccc(/C=C(/C#N)C(=O)Nc2cccc(Br)c2)c(OC)c1
→ 2.8%, -5.4%
CC(=O)Oc1ccc2c(C)c(CC(C)O)c(=O)oc2c1 (centres undefined)
→ -12.8%, -0.1%
O=C(CN1C(=O)C2CC=CCC2C1=O)Nc1ccc(S(=O)(=O)NC2=NCCCCC2)cc1 (centres undefined)
→ -12.7%, 0.9%
CN(c1ccc(C(=O)O)cc1)S(=O)(=O)c1ccccc1
→ -11.1%&3.0%, -1.6%&-0.2%
CCc1ccc(OCCSc2nc3ccccc3[nH]2)cc1
→ 1.0%, 3.5%
O=C(Nc1ccc(F)cc1)N(Cc1ccco1)Cc1cc2cc3c(cc2[nH]c1=O)OCO3
→ -0.7%, 2.6%
CC1C(c2ccc(Cl)cc2)NC(c2ccc(Cl)cc2)C(C)C1(O)c1ccc(F)cc1 (centres undefined)
→ 2.3%, 3.4%
CCCC(C(=O)O)N1C(=O)/C(=C\c2ccc(-c3ccc([N+](=O)[O-])cc3)o2)SC1=S (centres undefined)
→ -0.5%, -9.0%
OC(Cc1ccccc1)(c1ccc(F)cc1)C(CN1CCOCC1)c1ccccc1 (centres undefined)
→ 3.6%, 4.7%
O=C(O)c1ccc2c(c1)C(=O)N(C(Cc1ccccc1)C(=O)O)C2=O (centres undefined)
→ -1.9%, 2.2%
CCCCN1CCc2c1nc1ccc(Br)cc1c2N
→ /, 0.1%
N#CCCN(CCC#N)c1nncs1
→ 0.6%, -0.2%
Cc1ccc(S(=O)(=O)n2cnc3cc([N+](=O)[O-])ccc32)cc1C
→ 0.0%, -2.3%
COC(=O)COc1ccc(/C=C2/C(=O)N(c3ccccc3)N=C2C)cc1
→ 2.4%, 3.1%
COc1ccc(NC(=O)CN2C(=O)C(C)Oc3ccccc32)cc1 (centres undefined)
→ -6.2%, 2.6%
COc1ccc(NC(=O)CSc2nnc(-c3ccccc3)n2Cc2ccco2)c(OC)c1
→ -1.4%, 2.6%
COc1ccc(/C(O)=C2/C(=O)C(=O)N(CCCCCC(=O)O)C2c2cccc([N+](=O)[O-])c2)cc1 (centres undefined)
→ 1.0%, 0.2%
O=C(NC1(C(F)(F)F)NC(=O)N(Cc2cccnc2)C1=O)c1ccc(F)cc1 (centres undefined)
→ /, 6.7%

In another format: entries from further up
MKP-3 inhibition	Hsp70 inhibitors	canonical_smiles
/	6.7%	O=C(NC1(C(F)(F)F)NC(=O)N(Cc2cccnc2)C1=O)c1ccc(F)cc1 (centres undefined)
0.0%	-2.3%	Cc1ccc(S(=O)(=O)n2cnc3cc([N+](=O)[O-])ccc32)cc1C

Continuation.
Value order – MKP-3 inhibition, Hsp70 inhibitors
COc1ccc(N(CC(=O)N2CCC(C)CC2)S(=O)(=O)c2c(C)nn(C)c2C)cc1
→ -9.4%, -0.1%
COc1cccc(/C=C2/SC(NC(C)=O)=NC2=O)c1OC
→ -0.6%, 0.5%
O=C(Nc1ccc(S(=O)(=O)N2CCCC2)cc1Cl)C1=COCCO1
→ -4.9%, 3.0%
CC(NC(=O)Cn1c(NCCO)nc2ccccc21)c1ccccc1 (centres undefined)
→ /, 1.8%
O=C(NCC1CCCO1)C1CCCN(Cc2cnn(-c3ccccc3)c2-n2cccc2)C1 (centres undefined)
→ -13.3%, -4.5%
COc1ccccc1NC(=O)C(C)Oc1ccc(Cl)cc1C (centres undefined)
→ 6.3%, 0.9%
CNC(=O)CSc1nc2c(c(=O)n(C)c(=O)n2C)n1Cc1ccc(C)cc1
→ -7.5%, -0.5%
O=C(NCc1ccco1)C1CCN(C(=O)c2cc3sccc3n2Cc2ccc(Cl)cc2)CC1
→ 2.0%, 2.1%
CCOC(=O)Cc1nnc(NC(=O)c2cccc(OCC)c2)s1
→ 3.6%, 1.9%
Cc1cc(C)c(C#N)c(SCC(=O)c2cc(C)n(CCc3ccccc3)c2C)n1
→ /, -2.3%
COc1ccc(/C=C/c2nc3sc4c(c3c(=O)o2)CCC4)cc1
→ /, -179.9%
Cc1ccc(N=C(NO)c2ccc(Cl)cc2Cl)cc1
→ -5.2%, 0.3%
Cc1cccc(N2CCN(C(=O)CCCOc3ccccc3)CC2)c1C
→ -14.7%, 2.2%
CC(Sc1nnnn1-c1ccccc1)C(=O)Nc1ccc(Cl)cn1 (centres undefined)
→ -0.8%, -0.3%
O=[N+]([O-])c1ccc(Oc2ccc(S(=O)(=O)N3CCCC3)cc2)cc1
→ -3.5%, -2.8%
CCOC(=O)CNC(=O)CSc1nc2cccnc2n1C1CCCCC1
→ -10.4%, -5.5%
NC(=O)Cn1cnc(-c2ccccc2)c1
→ -11.7%, -1.9%
COc1cc(C(=O)N2CCC(NC(=O)C(Cc3ccccc3C)NC(C)=O)CC2)cc(OC)c1OC (centres undefined)
→ -12.2%, 4.1%
O=C(CCNc1cccc(F)c1)c1cccc([N+](=O)[O-])c1
→ 4.3%, 2.4%
Cc1ccc(CCN2CC(C(=O)O)CC2=O)cc1 (centres undefined)
→ /, 0.7%
Cc1c(C(=O)O/N=C(\N)c2ccc(Cl)cc2)cccc1[N+](=O)[O-]
→ -4.5%, 3.2%
Clc1ccc(Cn2ncc3c(N4CCOCC4)ncnc32)cc1
→ -13.5%, 0.5%
Cc1cc(Cl)ccc1OCCCC(=O)NC1CCCCC1
→ 1.5%, 2.2%
Fc1ccccc1CSc1nc2ncccc2[nH]1
→ -3.1%&5.8%, -5.5%&-1.9%
CCOc1ccccc1-n1nnnc1SCC(=O)NC(=O)Nc1ccc2c(c1)OCCO2
→ /, 7.0%
O=C1CC(c2ccccc2)=Nc2ccccc2N1
→ /, 2.5%
C/C(=C\C(=O)Nc1cc(C)on1)c1ccccc1
→ 1.2%, -0.6%
O=C(/C=C/c1ccc(Cl)cc1)Nc1ccc(Cl)cn1
→ 5.3%, -1.7%
O=C1/C(=C/c2cccc3ccccc23)SC(=S)N1Cc1ccco1
→ 1.1%, 1.1%
CCOC(=O)c1cc2occc2n1CC(=O)NCCOC
→ /, 2.7%

The last five records of the part above come first, to join the parts:
Value order – MKP-3 inhibition, Hsp70 inhibitors
O=C1CC(c2ccccc2)=Nc2ccccc2N1
→ /, 2.5%
C/C(=C\C(=O)Nc1cc(C)on1)c1ccccc1
→ 1.2%, -0.6%
O=C(/C=C/c1ccc(Cl)cc1)Nc1ccc(Cl)cn1
→ 5.3%, -1.7%
O=C1/C(=C/c2cccc3ccccc23)SC(=S)N1Cc1ccco1
→ 1.1%, 1.1%
CCOC(=O)c1cc2occc2n1CC(=O)NCCOC
→ /, 2.7%
COc1ccc(OC)c(CN2CCN(c3ccccc3OC)CC2)c1
→ 13.3%, -0.6%
COc1ccc2c(c1)-c1c(ssc1=Nc1ccc(S(=O)(=O)Nc3nccs3)cc1)C(C)(C)N2
→ 4.0%, -5.7%
C=CCn1c(Cc2c(C)[nH]c3ccccc23)nnc1SCC(=O)NCc1ccc(F)cc1
→ /, 2.9%
CCCCN1Cc2cc(C(=O)c3cc(OC)ccc3O)cnc2NC1=O
→ /, 0.2%
COc1ccc(C2C(C(=O)Nc3ccccc3OC)=C(C)Nc3ncnn32)cc1 (centres undefined)
→ 0.1%, -2.9%
CC(C)COc1ccc(C(=O)NCCc2c[nH]c3ccccc23)cc1
→ 2.7%, 4.2%
CC(C)(C)NC(=O)COc1ccc(CNn2nnnc2N)cc1
→ -5.0%, 2.4%
CSc1nc2c(c(=O)n1C)SC(C)C2 (centres undefined)
→ -7.9%, 4.8%
CC(NC(=O)c1ccc(S(=O)(=O)N2CCCCC2)cc1)C12CC3CC(CC(C3)C1)C2 (centres undefined)
→ 3.1%, 15.7%
O=C(/C=C\c1ccc(-c2ccc(Br)cc2)o1)N1CCOCC1
→ 2.3%, -5.3%
Cc1cccc(C)c1OCC(=O)Nc1sc2c(c1C#N)CCCC2
→ 2.1%, -1.5%
CCC(=O)c1ccccc1OCCN1C(=O)NC(C)(C)C1=O
→ -4.0%, -3.3%
CC(NC(=O)CC12CC3CC(CC(C3)C1)C2)C(=O)O (centres undefined)
→ -5.7%, -3.3%
CCOc1cccc(C(=O)Nc2ccccc2OC(F)F)c1
→ -16.8%, /
COc1ccc(-c2nnc(SC(C)C(=O)Nc3c(C)n(C)n(-c4ccccc4)c3=O)o2)cc1 (centres undefined)
→ /, 1.0%
COc1ccc(/C=C2/SC(=S)N(CC(=O)O)C2=O)cc1Br
→ 0.4%, -2.3%
COc1ccc(O)c(-c2cc(-c3cccc(Br)c3)n[nH]2)c1
→ 1.7%, -1.2%
CCOc1cccc(C(=O)Nc2ccc(N(CC)CC)cc2)c1
→ 2.4%&-0.5%, 0.8%&0.8%
Cc1ccc(NC(=O)CCCCC(=O)Nc2ccc(C)c(F)c2)cc1F
→ 2.0%, 5.9%
Cc1nn(C(=O)Cc2ccccc2)c(C)c1Br
→ 2.2%, -1.4%
CC1CCN(CCCNC(=O)c2cn(C)c3ccc(S(=O)(=O)N4CCCC4)cc3c2=O)CC1
→ -3.0%, 3.2%
O=C(Nc1ccc2c(c1)OCO2)c1cccc2c1C(=O)N(C1CCCCC1)C2
→ -8.3%, -0.2%

Source: PubChem

A portion of the library (hit frequency here may not be typical).
